# phage Ecoli inh = E. coli growth loss with phage present; growth absorbance; inhibition, % at 11.9 µM; hit rate 0.26% among 360,000; AID 651602; in the data active means inhibition above about 11%
# Starred values were filed as active, the others as inactive. Some of the compounds tested; rates above refer to the full screens.
phage Ecoli inh,SMILES
3.2,CC(C)CNC(=O)C1(C)CCCN1C(=O)c1cncc(Br)c1 (stereo unspecified)
1.7,O=C1c2c(-c3ccc(Br)cc3)noc2CCN1Cc1cn(Cc2cccnc2)nn1
2.1,CCN(CC)C(=O)c1ccc2sc([C@@H]3O[C@H](CO)[C@H](O)[C@H](O)[C@H]3O)nc2c1
1.2,CC(C)(C)c1ccc(C(O)c2ncc(-c3ccc4ccccc4c3)[nH]2)cc1 (stereo unspecified)
1.3,CNc1cncc(-c2ccc(CN3CCOCC3)cc2)n1
-0.3,COCCNC(=S)N1C[C@H]2CON(C)[C@H]2C[C@H]1c1ccccc1Br
1.7,Cc1ncccc1C(=O)N1CCCC(c2cc(C(=O)Nc3ccc(C(C)(C)C)cc3)no2)C1 (stereo unspecified)
4.4,COc1cccc(CNc2nc3cc(-c4ccccc4)sc3c(=O)n2C)c1OC
3.5,COc1ccc(C(O)c2nc(-c3ccc4c(c3)OCO4)cs2)cc1 (stereo unspecified)
1.7,COc1ccc(N2C(=O)c3n[nH]c(C(C)C)c3C2c2ccc(F)cc2)cc1 (stereo unspecified)
1.5,CS(=O)(=O)N1CCCCC1c1cc(C(=O)Nc2ccccc2Cl)no1 (stereo unspecified)
4.4,CCOc1ccc(CCN2C(=S)N([C@@H](Cc3ccccc3)CN3CCC[C@@H]3CN3C(=S)NC[C@@H]3CC(C)C)C[C@@H]2Cc2ccccc2)cc1
0.8,COc1ccccc1CC1(C)C(=O)Nc2ccc(S(=O)(=O)NC3CCCCC3)cc21 (stereo unspecified)
0.5,OC(c1cccc(CN2CCCCC2)c1)c1ncc(-c2ccccc2Cl)[nH]1 (stereo unspecified)
0.8,COc1ccc(C2CC(=O)C(c3ccc(F)cc3)=CN2Cc2ccccc2)cc1 (stereo unspecified)
1.3,COc1ccc2ccccc2c1CN1CCN(c2ncc(Cc3ccccc3)cn2)CC1
2.8,COCCCN1C(=O)C(CC(=O)NCCN2CCOCC2)CC(C(=O)N(C)C)=C1C (stereo unspecified)
-1.6,COC(=O)C1=C(C)N(Cc2ccc(C(F)(F)F)cc2)C(=NCc2ccc(OC)cc2)NC1c1cccc(Cl)c1 (stereo unspecified)
1.7,CCC(C)CN1C(=O)CSCC1(C)C(=O)Nc1ccc2c(c1)OCCO2 (stereo unspecified)
1.8,COc1ccc(CN2C(=O)c3ccccc3C2c2nnnn2-c2c(C)cccc2C)cc1OC (stereo unspecified)
3.3,COc1ccc(CCCNC(=O)C2(C)Cc3c(-c4ccc5c(c4)OCO5)ccnc3O2)cc1 (stereo unspecified)
1.8,C[C@H](CO)N1C[C@H](C)[C@H](CN(C)Cc2ccc(F)cc2)Oc2ncc(Br)cc2C1=O
2.5,O=c1cc(CN2CCN(c3ccccc3F)CC2)c2c(ccc3ccccc32)o1
3.5,COC(=O)c1cc2c(c3c4cc(OC)ccc4n(S(=O)(=O)c4cccc(C)c4)c13)C(=O)N(Cc1ccccc1OC)C2
0.5,CCCCCCCCN1C(=O)[C@H](CC(=O)N2CCN(C(=O)c3ccco3)CC2)C[C@@]2(C(=O)OC)CC(C)(C)CC=C12
1.4,CC1(C(=O)NS(=O)(=O)c2ccccc2Cl)CCN1C(=O)Cc1cccc2ccccc12 (stereo unspecified)
1.0,CC(=O)Nc1ccc(S(=O)(=O)NCC2CCN(C(=O)C(=O)c3cc4ccccc4o3)CC2)cc1
3.2,CC(C)N1CCC(C)(C(=O)Nc2cccc(Oc3ccccc3)c2)C1 (stereo unspecified)
4.6,CNc1cc(-c2ccc(CC#N)cc2)ncn1
-0.8,CCC(c1nnnn1-c1c(C)cccc1C)N1CCN(c2ccccn2)CC1 (stereo unspecified)
1.3,Cc1ccc2nc(-c3cccc(Cl)c3)c(Cc3ccccc3)n2c1
1.2,O=C(CC[C@H]1O[C@@H](n2cnc3c(NC(=O)c4ccccc4)ncnc32)[C@H](O)[C@@H]1O)NCc1ccc(OC(F)(F)F)cc1
0.9,O=C(Cc1cccc2c(=O)cc(-c3ccccc3)oc12)OCCN1CCOCC1
2.1,CC(C)OC1=CC(=O)OC(c2cccc(Cl)c2)C1 (stereo unspecified)
-0.4,O=C(O)CCC1C(=O)NC(=O)CC1c1ccccc1 (stereo unspecified)
1.1,Cc1ccc(OCc2nnc(NC(=O)Cc3cccs3)s2)cc1
0.2,CCCCCc1c(-c2ccccc2OC)ncn1CCc1ccccc1OC
3.0,CC1(C(=O)NS(=O)(=O)c2cccc(Cl)c2)CCN1C(=O)Cc1ccc(Cl)cc1Cl (stereo unspecified)
1.6,CC(C)N1C(=O)NC2NC(=O)N(C(C)C)C21 (stereo unspecified)
1.4,CCN(CC)c1ncnc2c1ncn2[C@H]1CN(Cc2ccccc2)C[C@@H](COC(C)=O)O1
2.9,CCCC(=O)N1CCC1(C)C(=O)Nc1ccc(-n2cncn2)cc1 (stereo unspecified)
2.6,COCc1cc(N2CCN(C(=O)OC(C)(C)C)C[C@H]2C)ccc1N1CC[C@@H](O)C1
1.5,CC(C)n1nnnc1C1c2ccccc2C(=O)N1Cc1cccs1 (stereo unspecified)
5.4,CN(C)CCNc1ncnc2c1ncn2[C@H]1CN(Cc2ccccc2)C[C@@H](CO)O1
2.6,CN1CCN(C(=O)c2cc3c(c(-c4cccc(Br)c4)n2)[C@H](CCO)N(S(=O)C(C)(C)C)C3)CC1 (stereo partly specified)
2.4,CC(=O)Nc1ccc(CN2C(=O)C(Cc3ccccc3)ON=C2c2ncccc2C)cc1 (stereo unspecified)
7.5,CCCCN(C(C)=O)c1c(CC)nc2ccc(C(=O)NCCOc3ccc(OC)cc3)cn12
1.5,CNC(=O)OC1CC2CC1[C@H]1CCCCN1C2=O (stereo partly specified)
-0.1,O=C(Nc1c(-c2ccc(Cl)cc2)[nH][nH]c1=O)c1ccccc1Cl
-0.2,CC(C)C[C@@H](CN1CCC[C@H]1CN1C(=O)C(=O)NC[C@@H]1Cc1ccccc1)N1C[C@H](Cc2ccc(O)cc2)N(CC2CCCCC2)C(=O)C1=O

# The results go on.
phage Ecoli inh,SMILES
0.7,CCCCNC(=O)C1(C)CCCCN1C(=O)c1cccc(OC(F)(F)F)c1 (stereo unspecified)
1.2,CCc1nc2ccc(C(=O)NCc3ccc4c(c3)OCO4)cn2c1N(C)C(=O)Cc1ccccc1
3.0,CCCNC(=O)C1(C)CCCN(Cc2ccc(-n3ccnc3)cc2)C1 (stereo unspecified)
5.1,COc1ccc(-c2csc(C(C)(O)c3ccncc3)n2)cc1OC (stereo unspecified)
1.6,CC(C)(C)NC(=O)C(c1ccnc2ccccc12)n1c(=O)c(-c2ccccc2)nc2ccccc21 (stereo unspecified)
1.3,CCCn1cnnc1CNC(=O)[C@H]1O[C@@H](n2ccc(=O)[nH]c2=O)[C@H](O)[C@@H]1O
3.8,Nc1nc2ccc(Cl)cc2cc1C(=O)NCCc1ccc(Cl)cc1Cl
2.4,CN1CCC(NC(=O)C2(C)CCN2Cc2ccc3ccccc3c2)CC1 (stereo unspecified)
1.0,Cc1ccc(C)c(NC(=O)C2(C)CCCN2C(=O)C(C)C)c1 (stereo unspecified)
2.7,COc1ccc(C(NC(=O)C2CCN(CCOc3ccc(Cl)cc3Cl)CC2)c2ccccn2)cc1 (stereo unspecified)
2.7,O=C(Nc1cccc2ccccc12)OC[C@@H]1CSCCS(=O)(=O)N1
2.1,O=C(C=Cc1ccc(OCc2ccccc2)cc1)c1c(F)cccc1F
3.5,CC(=O)N1CCN(c2ccc(N3CCN(C(C)=O)[C@@H](C)C3)c(C)c2)[C@H](C)C1
1.2,O=C(N[C@@H](Cc1cccnc1)C(=O)N1CCC[C@H]1C(=O)NC1CCCC1)c1ccccc1
2.7,C=CCN=C1NC(c2ccc(C(F)(F)F)cc2)C(C(=O)OC)=C(C)N1C (stereo unspecified)
5.1,Cc1ccc(-c2nc3c4ccccc4ccn3c2Cc2ccccc2C(F)(F)F)cc1
2.0,CCN(CC)c1cc2c(c3c1ccn3C)C1CCC2C1 (stereo unspecified)
2.2,Cc1ccsc1C(=O)N1CCCC1(C)C(=O)NCC(C)C (stereo unspecified)
0.0,O=C(CC[C@H]1O[C@@H](n2ccc(=O)[nH]c2=O)[C@H](O)[C@@H]1O)N[C@H](Cc1ccccc1)C(=O)NCCCc1ccccc1
6.6,CCCS(=O)(=O)NC(=O)C1(C)CCCN(C(=O)CCc2cccs2)C1 (stereo unspecified)
2.2,COC(=O)[C@]12C[C@H](CC(=O)N3CCOCC3)C(=O)N(Cc3ccc4c(c3)OCO4)C1=C[C@H](C(C)(C)C)O[C@@H]2C
3.5,O=C(NCc1ccccc1)C(c1ccc(-c2ccccc2)cc1)n1c(=O)c(-c2ccco2)nc2ccccc21 (stereo unspecified)
1.2,COc1cccc(CNC(=O)[C@H]2CCCN2C(=O)[C@H]2CCCN2C(=O)c2cccc(F)c2)c1
-0.1,C[C@@H]1CN([C@H](C)CO)C(=O)c2cc(Br)cnc2O[C@H]1CN(C)C(=O)c1ccc(F)cc1
0.3,Nc1nc2c(ncn2[C@@H]2O[C@H](C(=O)N[C@H](Cc3ccccc3)C(=O)NCC3CCCCC3)[C@@H](O)[C@H]2O)c(=O)[nH]1

# Ordered by the number under phage Ecoli inh (smallest number first): some entries from above.
phage Ecoli inh,SMILES
1.2,O=C(N[C@@H](Cc1cccnc1)C(=O)N1CCC[C@H]1C(=O)NC1CCCC1)c1ccccc1
1.6,CC(C)(C)NC(=O)C(c1ccnc2ccccc12)n1c(=O)c(-c2ccccc2)nc2ccccc21 (stereo unspecified)
2.2,Cc1ccsc1C(=O)N1CCCC1(C)C(=O)NCC(C)C (stereo unspecified)

# Next section:
phage Ecoli inh,SMILES
3.0,COc1ccc(CNC(=O)c2ccc(-n3cncn3)c3ccoc23)cc1OC
1.7,Cc1c(C(=O)NCC2CC2)sc(=O)n1Cc1cccc(F)c1
-1.2,O=S1(=O)CC(N2CC=CC2)CN1Cc1cn(Cc2cccc(Cl)c2)nn1 (stereo unspecified)
-1.9,Clc1cccc(Cc2c(-c3ccco3)nc3ccc(Br)cn23)c1
0.8,COc1cccc(C(NC(C)=O)c2nc(-c3ccc4c(c3)OCO4)cs2)c1 (stereo unspecified)
0.9,CC(C)(C)CNC(=O)C1(C)CCN1C(=O)C1(c2ccccc2)CC1 (stereo unspecified)
3.1,Cc1ccc(CN2C(=O)C(F)(F)Oc3ccccc32)cc1
-5.3,O=C(C[C@@H]1C[C@@H]2c3cc(NS(=O)(=O)c4ccc(F)cc4)ccc3O[C@@H]2[C@H](CO)O1)NCc1ccc(Oc2ccccc2)cc1
1.8,COc1cccc(NC(=O)C2(C)CCN2Cc2ccccc2Cl)c1 (stereo unspecified)
2.4,CC(C)NC(=O)C1C(c2ccc(C(F)(F)F)cc2)=Nc2ccccc2N1C(=O)c1cc2ccccc2[nH]1 (stereo unspecified)
-1.5,CC(C)C[C@H]1COc2cc(Br)ccc2S(=O)(=O)N1Cc1ccc(Cl)cc1
1.4,COc1cc(Cn2c3ccc(NC(=O)CCc4ccccc4)cc3c(=O)n2C)ccc1F
-0.4,COC(=O)[C@]12CCCCC=C1N(CCC1=CCCCC1)C(=O)[C@H](CC(=O)NCCCCc1ccccc1)C2
-1.0,Cc1cc(Br)cn2c(Cc3ccccc3)c(-c3cccc(Cl)c3)nc12
0.6,CC(=O)Nc1ccc(N=Nc2ccccc2)cc1[N+](=O)[O-]
3.5,COCCCN1C(=O)C(CC(=O)NCCc2ccccn2)CC(C(=O)N2CCCCCC2)=C1C (stereo unspecified)
2.6,Cn1c(=O)c2cc(NC(=O)Cc3cccnc3)ccc2n1-c1ccc2ccccc2c1
2.3,CCOC(=O)C1(C)CCCN1C(=O)c1ccc2ccccc2c1 (stereo unspecified)
3.1,CCN(CC)c1ncnc2c1ncn2[C@H]1CN(Cc2ccc(Cl)cc2)C[C@@H](CO)O1
-3.2,COC(=O)C1=CN(c2c(C)cc(C)cc2C)C(N)=C(C#N)C1c1ccccc1 (stereo unspecified)
2.2,CC=C1OC(n2cnc3c(N)ncnc32)C(O)C1O (stereo unspecified)
3.6,O=C(Nc1ccccc1Cl)c1cc(C2CCCN(C(=O)OCCF)C2)on1 (stereo unspecified)
2.3,O=C1C(Sc2ccccc2)=C[C@@]2(O)CC[C@@H](O)[C@]1(Sc1ccccc1)[C@H]2O
-0.2,COc1cccc(CNC(=O)[C@H]2CCCN2C(=O)[C@H]2CCCN2S(=O)(=O)c2cccc(C)c2)c1
3.8,O=C(c1[nH]c(C(F)(F)F)nc1-c1ccccc1)N1CCN(c2ccccn2)CC1

# Brought forward from above: 4 entries, then new ones.
phage Ecoli inh,SMILES
3.6,O=C(Nc1ccccc1Cl)c1cc(C2CCCN(C(=O)OCCF)C2)on1 (stereo unspecified)
2.3,O=C1C(Sc2ccccc2)=C[C@@]2(O)CC[C@@H](O)[C@]1(Sc1ccccc1)[C@H]2O
-0.2,COc1cccc(CNC(=O)[C@H]2CCCN2C(=O)[C@H]2CCCN2S(=O)(=O)c2cccc(C)c2)c1
3.8,O=C(c1[nH]c(C(F)(F)F)nc1-c1ccccc1)N1CCN(c2ccccn2)CC1
0.4,CCCCN1C(=O)C(CC(=O)NCc2cccc3ccccc23)CC(C(=O)N(C(C)C)C(C)C)=C1C (stereo unspecified)
0.2,CC1(C(=O)NS(=O)(=O)c2ccc(Cl)cc2)CCN1C(=O)CC1CCCC1 (stereo unspecified)
0.1,CC(=O)N1CCc2cc(NC(=O)C3(C)CCN3Cc3ccccc3OC(F)F)ccc21 (stereo unspecified)
5.2,CC(O)(c1ccc(F)c(F)c1)c1nc(-c2ccc(Cl)cc2)cs1 (stereo unspecified)
1.9,NC(c1ccccc1)c1csc(Nc2ccc(S(N)(=O)=O)cc2)n1 (stereo unspecified)
0.0,Cc1cccc(C)c1NC(=O)C1(C)CSCC(=O)N1CCCn1ccnc1 (stereo unspecified)

# Part of the list above in order of molecular weight, rising.
phage Ecoli inh,SMILES
5.2,CC(O)(c1ccc(F)c(F)c1)c1nc(-c2ccc(Cl)cc2)cs1 (stereo unspecified)
0.0,Cc1cccc(C)c1NC(=O)C1(C)CSCC(=O)N1CCCn1ccnc1 (stereo unspecified)
0.1,CC(=O)N1CCc2cc(NC(=O)C3(C)CCN3Cc3ccccc3OC(F)F)ccc21 (stereo unspecified)
